# P. falciparum M1AAP: malaria alanyl aminopeptidase activity blockers – biochemical, fluorogenic H-Leu-NHMec substrate, 1536-well (AID 1445). recombinant M1AAP, H-Leu-NHMec fluorogenic kinetic assay; higher % means a stronger effect. inhibition, % at 30 µM, or IC50 in µM where a hit was titrated. 220,000 tested, 0.42% active;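 active means primary inhibition above the hit cutoff, then over 50% inhibition at one or more dose response concentrations, cut at about 23% in these data, passing the limit was not always enough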;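 further: plate controls were DMSO full reaction for no effect and no enzyme background for full effect; strong numbers were not always called active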
# M17LAP inhibition: P. falciparum M17LAP inhibitors, primary screen, biochemical, fluorogenic H-Leu-NHMec substrate, 1536-well (AID 1619); recombinant M17LAP, H-Leu-NHMec fluorogenic kinetic assay; higher % means a stronger effect; 220,000 tested, 0.38% active; inhibition, % at 30 µM; hits with a dose series show IC50 in µM;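 active means compound inhibiting the enzyme by more than half at any dose during confirmatory dose-response retesting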;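 further: plate controls were full reaction with DMSO carrier for no effect and no enzyme background for full effect; strong numbers were not always called active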
# SIAH1 antagonists: Siah-1 peptide-binding antagonists, primary screen, biochemical, fluorescence polarization, rhodamine-plectin, uHTS (AID 1817); 290,000 tested, 0.02% active; Siah-1 / rhodamine-plectin peptide fluorescence polarization; higher % means a stronger effect; one-dose displacement, % at 20 µM; IC50 in µM for titrated hits;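 active means displacement of at least 50% at 20 µM, with a fluorescence ratio check between 0.3 and a set limit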;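 further: plate controls were Siah plus tracer with DMSO for no effect and tracer alone without Siah for full effect; strong numbers were not always called active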
# West Nile antiviral: West Nile virus antiviral activity, cell-based, CPE readout (AID 1621); 290,000 tested, 0.02% active; West Nile virus-infected cells, CPE inhibition; higher % means a stronger effect; one-dose CPE inhibition, % at 10 µM; IC50 in µM for titrated hits; in the data active means a potency from the dose series; further: strong numbers were not always called active
# XIAP antagonists: XIAP antagonists, biochemical, IAP family, fluorescence polarization (AID 1018); XIAP BIR domain, fluorescence polarization peptide displacement; higher % means a stronger effect; 200,000 tested, 0.007% active; one-dose displacement, % at 20 µM; IC50 in µM for titrated hits; in the data active means displacement above about 50%; further: a part of the inactive calls stands beside numbers as strong as those of hits
# CSM14.1 death rescue: protection against thapsigargin-triggered cell killing – 384-well, CSM14.1, ATP luminescence, primary screen (AID 1222) | 190,000 tested, under 10 active | CSM14.1 thapsigargin-induced death rescue, ATP luminescence; higher % means a stronger effect | cellular ATP content (survival), % at 20 µM; hits with a dose series show EC50 in µM;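 active means EC50 below 50 µM in the dose-response confirmation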;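 further: death triggered by thapsigargin at about 15 µM added after 2 h compound pretreatment; cell ATP read after overnight thapsigargin exposure of roughly 18 to 22 hours; normalized against plate controls of thapsigargin alone and 5% DMSO vehicle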
# Yfh1-off respiration: mitochondrial function rescue without frataxin homolog – Friedreich's ataxia, plus single-dose screen, dose response (AID 1465); fold induction at 50 µM, or EC50 in µM where a hit was titrated; S. cerevisiae Yfh1-off respiration, WST-1 reduction, 72 h; higher fold induction means a stronger effect; 220,000 tested, 0.074% active;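 active means fold induction of absorbance versus untreated yeast above a set limit, then at least 30% activation at any dose in follow-up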;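 further: activators that raise dye reduction in frataxin-depleted yeast; strong numbers were not always called active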
# PMI inhibition: MPI inhibition at elevated mannose 6-phosphate – biochemical, fluorescence intensity, high mannose 6-phosphate, primary screen (AID 1220). recombinant PMI enzyme, coupled fluorescence intensity; higher % means a stronger effect. inhibition, % at 20 µM, or IC50 in µM where a hit was titrated. 190,000 tested, 0.66% active; in the data active means inhibition above about 50%
# Salmonella PhoP GFP: PhoP-dependent GFP reporter repression – Salmonella Typhimurium, primary screen (AID 1863); S. Typhimurium PhoP-regulated promoter GFP reporter, 4 h; higher % means a stronger effect; 300,000 tested, 0.16% active; one-dose inhibition, % at 50 µM; IC50 in µM for titrated hits;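 active means inhibition over 29.93%, a cutoff 3 SD above the screen mean, later confirmed by dose response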;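 further: 0% = low Mg2+ inducing control and 100% = high Mg2+ repressing control; strong numbers were not always called active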
# The depositor's hits bear a star; i = inactive; . = no result given. Rows are unselected; overall some 1.6% were active at least once.
canonical_smiles	P. falciparum M1AAP	M17LAP inhibition	SIAH1 antagonists	West Nile antiviral	XIAP antagonists	CSM14.1 death rescue	Yfh1-off respiration	PMI inhibition	Salmonella PhoP GFP
COC(=O)COc1ccc(S(=O)(=O)N2CCCCC2)cc1[N+](=O)[O-]	5%	4%	2%	-0.2%	-4.4%	-0.9%	i	5%	3%
O=C(Cn1cnc2scc(-c3ccccc3)c2c1=O)N1CCOCC1	1%	2%	-1%	-0.3%	-5.6%	-0.3%	i	-5%	17%
Cc1nn(C)c(C)c1CN(C)C(=O)c1cc2n(n1)C(C(F)(F)F)CC(c1cccs1)N2 (stereo unspecified)	5%	-1%	-2%	-0.6%	-2.7%	-0.2%	i	-2%	-13%
CCOC(=O)c1c(C)oc2c1c(C=NC1CCS(=O)(=O)C1)c(O)c1ccccc12 (stereo unspecified)	9%	-9%	5%	.	-1.7%	2.6%	.	.	-11%
CN(Cc1ccccc1)S(=O)(=O)c1ccc2c(c1)n(C)c(=O)c(=O)n2C	-5%	4%	-1%	-0.1%	.	.	i	.	5%
CCOc1ccc2c3c(c(=O)oc2c1OCC)CCCC3	12%	6%	5%	-0.5%	-3.9%	-0.9%	i	6%	-4%
COc1ccccc1N1CCN(c2cc(C)nc3nc(C)nn23)CC1	1%	-5%	12%	-0.1%	-2.7%	-0.5%	i	2%	2%
Cc1ccc(C)c(N2CCN(CCCNC(=O)Cn3cccc3C(=O)c3ccccc3)CC2)c1	-1%	-4%	-2%	29%	-4.2%	-1.4%	i	-8%	-7%
COc1ccc(CNC(=O)c2cnc3scc(C)n3c2=O)cc1	8%	-6%	2%	-0.4%	-7.1%	0.4%	i	20%	2%
Cn1cnnc1SCc1ccc(C#N)cc1	5%	-1%	1%	0.3%	-2.6%	2.0%	i	-7%	6%
C(#CCN1CCOCC1)COCCCOC(c1ccccc1)c1ccccc1	-2%	-2%	-1%	-0.6%	-4.9%	0.3%	i	-5%	9%
CCCN1CN(Cc2ccccc2)CNC1=S	5%	-7%	-8%	0.0%	-6.0%	3.6%	i	-28%	-9%
Cc1ccc(C(=O)NNC(=O)c2cccnc2SCc2cccc([N+](=O)[O-])c2)cc1	-4%	9%	-4%	-0.6%	-7.7%	-3.1%	i	-8%	-4%
CCN1C(=O)/C(=C\N2CCN(c3ccccc3)CC2)SC1=S	3%	9%	0%	-0.1%	-6.8%	3.2%	i	14%	12%
COC(=O)CSC(=S)N1C(C)CCCC1C (stereo unspecified)	6%	0%	10%	-0.5%	-1.2%	-2.1%	i	-3%	0%
Cc1cc(Nc2ccc(F)cc2C)n2nc(C)nc2n1	5%	1%	1%	0.8%	-7.6%	0.3%	i	3%	-10%
Cc1ccc2c(Cl)cc(Cl)c(OCC(=O)Nc3cc(C)on3)c2n1	-2%	1%	3%	-0.1%	-2.7%	7.4%	i	-4%	3%
CNC(=S)NNC(=O)c1sccc1OCc1ccccc1	1%	3%	6%	-0.7%	-3.1%	-1.4%	i	-5%	2%
COC(=O)CSc1ncnc2c1cnn2-c1ccc(C)cc1C	7%	-1%	-6%	1.2%	-6.7%	.	i	4%	0%
CC1=C(C(=O)Nc2ccccc2)C(c2ccc(N(C)C)cc2)NC(=O)N1 (stereo unspecified)	6%	19%	5%	0.6%	-0.5%	-3.5%	i	3%	6%
Cc1ccc(OCC(=O)c2ccc(Cl)s2)c([N+](=O)[O-])n1	16%	11%	16%	-1.0%	-5.1%	.	i	56%*	6%
Cn1cnnc1SCC(=O)c1c(N)n(Cc2ccccc2)c(=O)n(C)c1=O	0%	3%	-4%	0.4%	-12%	-0.1%	i	-9%	9%
COc1ccc(N=C2SC(CC(=O)Nc3ccccc3)C(=O)N2Cc2ccccn2)cc1 (stereo unspecified)	-2%	-1%	-3%	-0.6%	-9.5%	.	i	24%	-2%
CCn1c(SCC(=O)NCc2ccco2)nc2c(c1=O)SC(C)C2 (stereo unspecified)	2%	20%	-4%	0.0%	-2.2%	.	i	-8%	9%
COc1ccc(CCN(C)S(=O)(=O)c2ccc(Cl)nc2)cc1OC	-3%	-6%	-5%	-0.2%	-10%	-1.9%	i	0%	2%
Fc1ccc(CNC(=S)NC2CCCC2)cc1	5%	-4%	3%	-0.1%	-4.6%	-0.2%	i	-8%	-7%
Cc1ccc(C(=O)CSc2nnc3ccccn23)c(C)c1	-1%	11%	-1%	-0.6%	-3.3%	0.0%	i	-1%	4%
CC(=O)Nc1ccc(N/C(N)=N/c2nc(C)cc(C)n2)cc1	0%	1%	16%	0.2%	-1.7%	0.1%	i	1%	-5%
COc1cc(CO)ccc1OCc1ccc(Cl)nc1	1%	-5%	5%	0.2%	.	.	i	.	-4%
Cc1c(CCOC(=O)CC23CC4CC(CC(C4)C2)C3)sc[n+]1Cc1ccccc1	2%	3%	5%	1.3%	-3.1%	-2.1%	i	-8%	18%
CCCC(C)C(=O)Nc1nc(C)c(-c2csc(Nc3ccccc3OC)n2)s1 (stereo unspecified)	13%	13%	-2%	0.6%	-5.3%	0.1%	i	19%	-1%
NC(=O)CC(NC(=O)Cc1cccc2ccccc12)c1ccc(NCCc2ccc(F)cc2)c([N+](=O)[O-])c1 (stereo unspecified)	10%	1%	-2%	0.5%	.	.	i	.	5%
O=C(Nc1ccc2c(c1)CCC2)c1ccccc1	-5%	-2%	0%	-0.8%	33%	-5.1%	i	4%	-9%
O=C(NC(=S)NCCN1CCOCC1)c1ccccc1Cl	2%	10%	0%	0.1%	-0.6%	1.5%	i	-8%	18%
O=S(=O)(N1CCCCC1)N1CCN(c2cc(Cl)ccc2Cl)CC1	1%	-3%	-1%	-1.1%	-3.7%	2.3%	i	12%	-4%
CC1CCN(CCCNC(=O)c2cc3c(=O)n(C)c4ccccc4c3n2C)CC1	0%	9%	-2%	1.7%	-1.0%	-4.1%	i	5%	-1%
FC(F)(F)c1ccccc1NC(=S)N1CCN(Cc2ccc3c(c2)OCO3)CC1	4%	-9%	-3%	-2.1%	-6.8%	-1.5%	i	4%	-5%
CC(=O)c1cccc(CN2CCC(CO)(CCCc3ccccc3)CC2)c1	-1%	4%	-3%	-0.5%	-6.0%	0.1%	i	13%	-2%
CC(=O)c1cccc(NC(=S)N2c3ccccc3CC2C)c1 (stereo unspecified)	5%	2%	1%	-0.1%	-5.4%	-0.3%	i	0%	-3%
CN(Cc1ccccc1F)c1nc(-c2cccs2)nc2ccccc12	5%	-5%	1%	-1.0%	-6.2%	-0.3%	i	-1%	-6%
COc1ccc(NC(=S)NNC(=O)C2CC2c2ccc(C)cc2)cc1 (stereo unspecified)	-16%	17%	-2%	-0.6%	-2.9%	-2.3%	i	4%	5%
CCCn1c(C(O)c2ccc3c(c2)OCO3)nc2ccccc21 (stereo unspecified)	10%	22%	10%	0.0%	0.9%	2.3%	i	6%	2%
CCC(C(=O)NCc1ccncc1)c1ccccc1 (stereo unspecified)	-8%	-8%	-4%	-0.1%	-4.4%	1.5%	i	3%	2%
Cn1cnnc1SCC(=O)Nc1cc(S(=O)(=O)N2CCCCC2)ccc1Cl	8%	8%	2%	0.3%	.	.	i	.	-9%
O=C(NCc1ccco1)c1cc(-c2cccnc2)nc2ccccc12	8%	20%	-2%	0.8%	0.0%	-1.9%	i	0%	-1%
COc1cccc2c(SCC(=O)N/N=C/c3ccccc3)cc(C)nc12	2%	3%	6%	0.0%	-0.1%	-1.0%	i	11%	14%
CCOc1ccccc1-n1nnnc1SCC(=O)NC(=O)Nc1ccc2c(c1)OCCO2	-8%	-7%	0%	0.2%	-5.7%	0.9%	i	5%	15%
COc1cc(/C=C(\C#N)C(N)=O)ccc1OS(=O)(=O)c1ccc(C)cc1	13%	-17%	-7%	-0.1%	-33%	-1.8%	i	11%	13%

# Molecules from the list above containing a halogen:
canonical_smiles	P. falciparum M1AAP	M17LAP inhibition	SIAH1 antagonists	West Nile antiviral	XIAP antagonists	CSM14.1 death rescue	Yfh1-off respiration	PMI inhibition	Salmonella PhoP GFP
Cc1nn(C)c(C)c1CN(C)C(=O)c1cc2n(n1)C(C(F)(F)F)CC(c1cccs1)N2 (stereo unspecified)	5%	-1%	-2%	-0.6%	-2.7%	-0.2%	i	-2%	-13%
Cc1cc(Nc2ccc(F)cc2C)n2nc(C)nc2n1	5%	1%	1%	0.8%	-7.6%	0.3%	i	3%	-10%
Cc1ccc2c(Cl)cc(Cl)c(OCC(=O)Nc3cc(C)on3)c2n1	-2%	1%	3%	-0.1%	-2.7%	7.4%	i	-4%	3%
Cc1ccc(OCC(=O)c2ccc(Cl)s2)c([N+](=O)[O-])n1	16%	11%	16%	-1.0%	-5.1%	.	i	56%*	6%
COc1ccc(CCN(C)S(=O)(=O)c2ccc(Cl)nc2)cc1OC	-3%	-6%	-5%	-0.2%	-10%	-1.9%	i	0%	2%
Fc1ccc(CNC(=S)NC2CCCC2)cc1	5%	-4%	3%	-0.1%	-4.6%	-0.2%	i	-8%	-7%
COc1cc(CO)ccc1OCc1ccc(Cl)nc1	1%	-5%	5%	0.2%	.	.	i	.	-4%
NC(=O)CC(NC(=O)Cc1cccc2ccccc12)c1ccc(NCCc2ccc(F)cc2)c([N+](=O)[O-])c1 (stereo unspecified)	10%	1%	-2%	0.5%	.	.	i	.	5%
O=C(NC(=S)NCCN1CCOCC1)c1ccccc1Cl	2%	10%	0%	0.1%	-0.6%	1.5%	i	-8%	18%
O=S(=O)(N1CCCCC1)N1CCN(c2cc(Cl)ccc2Cl)CC1	1%	-3%	-1%	-1.1%	-3.7%	2.3%	i	12%	-4%
FC(F)(F)c1ccccc1NC(=S)N1CCN(Cc2ccc3c(c2)OCO3)CC1	4%	-9%	-3%	-2.1%	-6.8%	-1.5%	i	4%	-5%
CN(Cc1ccccc1F)c1nc(-c2cccs2)nc2ccccc12	5%	-5%	1%	-1.0%	-6.2%	-0.3%	i	-1%	-6%
Cn1cnnc1SCC(=O)Nc1cc(S(=O)(=O)N2CCCCC2)ccc1Cl	8%	8%	2%	0.3%	.	.	i	.	-9%
